Assay outcomes: PubChem BioAssay, several laboratories
V1R ag counter – V1a receptor agonism, counter-screen for OXTR agonists; P37288; CHO-V1R cells, Fluo-8 calcium fluorescence, agonist mode; 0% DMSO, 100% 3 nM vasopressin; activation, % at 3 µM; 320,000 tested, 0.25% active; AID 2797;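 active means activation above the mean activation of all tested compounds plus 3 SD, per screening run, cut at about 20% in these data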;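 further: signal is peak over basal fluorescence ratio across a 100 second FLIPR read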
MEKK2mut PB1 HTS – signal of MEK5 binding to mutant human MEKK2 PB1 domain; bead flow cytometry, Alexa488-MEK5 binding to MEKK2 mutant; percent response, % at 10 µM; 290,000 tested, 0.35% active; in the data active means percent response above about 24%, passing the limit was not always enough; further: inactives centre near 1; some results filed as inactive read as strong as hits
MEKK2 WT-MEK5 – raises or lowers MEK5 binding to wildtype human MEKK2 PB1 domain; 290,000 tested, 1.1% active; binding response (% of control), % at 10 µM; Q9Y2U5; AID 1531; bead flow cytometry, Alexa488-MEK5 binding to MEKK2 WT; actives lie on both sides; in the data active means binding response below about 67% or above about 130%
GPR7 antag – human neuropeptides B/W receptor 1 antagonism | P48145 | GPR7-expressing cells, fluorescence antagonist assay | inhibition, % at 4.4 µM | 290,000 tested, 1.1% active; in the data active means inhibition above about 16%, passing the limit was not always enough;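 further: cells stimulated with the agonist NPW; 0% = agonist with vehicle and 100% = vehicle without agonist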
Target sequence (P48145 whole entry, looked up): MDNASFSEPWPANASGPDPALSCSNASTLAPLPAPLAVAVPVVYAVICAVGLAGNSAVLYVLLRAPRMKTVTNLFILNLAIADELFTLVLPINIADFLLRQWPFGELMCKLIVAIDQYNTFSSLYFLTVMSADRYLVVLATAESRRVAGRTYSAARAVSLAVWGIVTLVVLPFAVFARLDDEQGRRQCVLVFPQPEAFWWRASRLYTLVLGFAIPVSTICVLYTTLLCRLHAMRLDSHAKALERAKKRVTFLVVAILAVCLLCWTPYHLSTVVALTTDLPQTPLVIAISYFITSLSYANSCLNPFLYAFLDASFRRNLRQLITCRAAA
NALP1 inh – inhibitors of NALP1 inflammasome in yeast | S. cerevisiae NALP1/ASC/caspase-1 growth, X-gal OD620, 72 h | 280,000 tested, 0.61% active | inhibition, % at 10 µM; in the data active means inhibition mostly above about 24%, no sharp cut-off; inactive means mostly below about 32%; further: some compounds called inactive have numbers as strong as hits
M18AAP inhibitor – PfM18AAP enzyme inhibition; recombinant PfM18AAP, H-Glu-NHMec fluorogenic cleavage; inhibition, % at 7.35 µM; 290,000 tested, 1.2% active; AID 1822;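 active means inhibition above the campaign mean inhibition over all tested compounds plus 3 SD, cut at about 28% in these data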;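 further: 0% = plate median of test compound wells and 100% = 2 mM ZnCl2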
OXTR agonist – activates the human oxytocin receptor; 320,000 tested, 0.32% active; P30559; AID 2435; activation, % at 3 µM; CHO-OTR cells, Fluo-8 calcium fluorescence; normalized: DMSO 0%, oxytocin 100%;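 active means activation above the mean of all tested compounds plus 3 SD, cutoff set per screening run, cut at about 20% in these data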;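 further: peak over basal fluorescence ratio from a 100 s FLIPR kinetic read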
Target sequence (P30559 whole entry, looked up): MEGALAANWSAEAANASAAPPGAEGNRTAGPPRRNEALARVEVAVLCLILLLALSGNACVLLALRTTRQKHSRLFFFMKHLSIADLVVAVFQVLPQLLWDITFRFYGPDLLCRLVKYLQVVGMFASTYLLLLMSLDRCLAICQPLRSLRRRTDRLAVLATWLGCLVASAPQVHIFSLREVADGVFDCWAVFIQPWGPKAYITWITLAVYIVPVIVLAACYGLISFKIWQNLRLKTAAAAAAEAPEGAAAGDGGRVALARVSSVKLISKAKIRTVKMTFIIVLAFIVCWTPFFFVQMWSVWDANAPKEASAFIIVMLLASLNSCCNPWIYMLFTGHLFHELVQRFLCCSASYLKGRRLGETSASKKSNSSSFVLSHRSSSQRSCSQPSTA
GalR3 antag – blocks the human galanin receptor 3. 360,000 tested, 0.44% active. HEK293 GalR3-CNG cAMP membrane potential fluorescence; galR3 body fused to GalR1 C-terminus. inhibition, % at 3 µM. O60755;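 active means inhibition above the screen-wide average plus 3 SD, cut at about 13% in these data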;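 further: forskolin and galanin both at EC90 stimulate the cells; cAMP rise reported by CNG channel membrane potential dye signal; 0% = forskolin plus galanin with DMSO and 100% = forskolin alone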
Target sequence (O60755 1-299 limits assumed): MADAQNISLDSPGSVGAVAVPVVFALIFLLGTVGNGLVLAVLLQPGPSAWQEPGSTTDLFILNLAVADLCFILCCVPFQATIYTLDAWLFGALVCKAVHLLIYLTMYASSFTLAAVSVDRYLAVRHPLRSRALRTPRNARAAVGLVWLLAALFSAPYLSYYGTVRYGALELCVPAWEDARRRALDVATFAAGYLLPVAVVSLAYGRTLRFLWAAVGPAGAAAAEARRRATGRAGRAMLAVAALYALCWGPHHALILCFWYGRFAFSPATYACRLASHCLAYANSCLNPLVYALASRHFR
OXTR potentiator – potentiators of human oxytocin receptor. P30559. CHO-OTR cells, Fluo-8 calcium fluorescence, potentiator mode; 0% = oxytocin EC15, 100% = EC100. activation, % at 3 µM. 320,000 tested, 0.061% active;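 active means activation above that plate's cutoff, the mean activation of tested compounds plus 3 SD, cut at about 6.6% in these data, passing the limit was not always enough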;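 further: 100% uses oxytocin at 75 nM as the full agonist control; some results filed as inactive read as strong as hits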
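Material: human OTR in CHO cells. Compound: 3.0 µM, one dose. Timing: compound 6 min at room temperature before oxytocin, 100 s read. Evaluation: % activation of max/min ratio relative to oxytocin controls. Replication: single well per compound, singlicate. Signal: Fluo-8 calcium dye fluorescence.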
An asterisk follows results filed as active; · = no result given. Compounds were not picked by outcome (roughly 4.1% active in at least one column).

SMILES	V1R ag counter	MEKK2mut PB1 HTS	MEKK2 WT-MEK5	GPR7 antag	NALP1 inh	M18AAP inhibitor	OXTR agonist	GalR3 antag	OXTR potentiator
NC(=O)NCCC1=CCCCC1	1.1	·	·	-3.0	-6.3	2.9	1.0	-3.5	-10.0
CS(=O)(=O)c1ccc2nc(NC(=O)c3cccc([N+](=O)[O-])c3)sc2c1	7.0	3.0	109.0	-17.0	7.8	2.3	6.1	-8.9	-6.0
CCOc1ccc(S(=O)(=O)N2CCCC(C(=O)NC3CCCC3)C2)cc1 (configuration not stated)	-1.4	-1.0	102.0	-6.5	-9.1	-4.0	-0.5	-1.0	-10.8
Cc1sc2ncnc(OCC(=O)N3CCN(C(=O)c4ccco4)CC3)c2c1C	-0.9	-2.0	100.0	-15.8	0.1	3.2	-0.1	-4.6	-4.8
O=C(O)CCCNc1ccc(S(=O)(=O)Nc2ccccc2C(=O)O)cc1C(=O)O	-0.1	-1.0	99.0	-3.8	-16.9	9.8	0.2	-1.6	-2.9
Cc1ccc2nc(C)c(Cl)c(=O)n2c1	0.3	-2.0	92.0	-1.1	9.9	4.2	0.3	-4.9	-10.8
COCCCN(C(=O)Cc1csc(-c2cccc(Cl)c2)n1)c1c(N)n(Cc2ccccc2)c(=O)[nH]c1=O	-1.4	·	·	·	·	·	-2.2	-4.1	-9.3
CC1CCN(CC(=O)Nc2cccc([N+](=O)[O-])c2)CC1	0.3	10.0	110.0	-10.4	13.8	0.7	0.8	·	1.6
CCOC(=O)/C=C1\SCC(=O)N1CC(=O)Nc1cccc(F)c1	0.1	-12.0	81.0	-2.9	9.5	-14.8	2.0	0.2	-5.2
Cc1cc(C)n(-c2nc3ccccc3c(=O)n2OCC(=O)OCc2ccccc2)n1	·	·	·	-5.5	-17.6	-9.4	·	-4.8	·
CC(C)(C)NC(=O)c1ccc2c(c1)N(CC(=O)N1CCCC1)C(=O)C(C)(C)O2	0.2	4.0	108.0	-7.9	0.3	3.2	1.4	-9.6	2.2
Cc1ccc(CNC(=O)C2CCN(S(=O)(=O)c3c(C)noc3/C=C/c3ccco3)CC2)cc1	3.3	4.0	95.0	-11.2	3.3	2.5	2.0	·	-6.7
CC(NC(=O)c1ccc(OC2CCN(C(=O)c3cccnc3)CC2)cc1)C1CC1 (configuration not stated)	-0.5	-12.0	89.0	0.2	2.9	0.5	0.2	3.3	-3.9
O=C(NC1CC2CCCC(C1)N2Cc1ccc(F)cc1)c1ccc(F)cc1 (configuration not stated)	0.2	2.0	106.0	3.9	15.4	-6.1	-0.8	-4.8	5.3
Cc1ccc(CC(=O)N2CCN(C(=O)c3ccco3)CC2)cc1	0.3	-14.0	58.0	-7.7	-22.5	-1.3	-0.2	-1.3	-10.1
CC(C)(C)c1ccc(S(=O)(=O)N2CCNC(=O)C2)cc1	1.2	·	·	·	·	·	0.2	1.2	1.8
Cc1cc(C)n(CC(=O)N/N=C/c2ccccn2)n1	1.2	-1.0	92.0	-3.8	25.5	-16.6	-0.5	-10.9	-4.5
O=c1[nH]ncc(N2CCCC2)c1Cl	0.1	-1.0	97.0	-11.6	3.7	-5.4	-1.1	-5.0	-18.8
O=C(COC(=O)CCc1nc2ccccc2c(=O)[nH]1)Nc1ccccc1Cl	0.5	-6.0	86.0	-6.5	·	-2.0	-0.9	4.7	-4.5
Cc1c(NC(=O)CCC(=O)N2CCCCC2)c(=O)n(-c2ccccc2)n1C	1.4	14.0	105.0	-6.5	-0.1	-4.0	0.5	-3.3	-7.3
Cc1cc(C)c(C)c(S(=O)(=O)NCC(=O)NCc2ccco2)c1C	0.7	0.0	97.0	-13.6	23.1	-3.5	1.1	0.5	3.7
O=C(N/N=C/C1=C(N2CCOCC2)C(=C\c2ccccc2)/CC1)Nc1ccccc1	-0.1	0.0	101.0	-6.2	32.5	-3.0	-0.4	-2.0	-3.2
Cn1c2ccccc2c2nnc(SCc3nnc(-c4ccccc4)o3)nc21	0.2	-20.0	83.0	-1.6	-2.4	-4.2	-0.1	·	-3.2
CC(=O)c1ccc(N2CCN(S(=O)(=O)c3csc(C(N)=O)c3)CC2)cc1	4.4	8.0	112.0	-10.0	-3.3	5.1	1.5	-8.8	-4.5
CCc1cc2c(=O)c(-c3ccc(F)cc3)c(C(F)(F)F)oc2cc1OCC(=O)O	0.7	-1.0	95.0	5.5	-7.4	-10.2	-0.8	·	0.0
O=C(Nc1ccccc1)C1=C[C@H](c2ccccc2)C[C@H](OCc2ccc(CO)cc2)O1	0.7	-5.0	100.0	-6.4	2.7	3.7	0.4	-8.4	-7.7
COCC(C)NC(=O)CCc1nnc(C2(c3ccc(Cl)cc3)CCC2)o1 (configuration not stated)	1.6	11.0	104.0	-7.8	5.0	0.9	-0.7	1.4	-9.3
COc1ccc(CCNC(=O)CN(c2ccc(OC)c(OC)c2)S(=O)(=O)c2ccccc2)cc1OC	0.5	9.0	109.0	-6.7	13.8	-1.4	0.6	0.5	-7.9
COc1cccc(NC(=O)CN(C)C(=O)COc2cc(C)ccc2Cl)c1	0.5	·	·	·	·	·	0.1	2.2	-5.5
Cc1onc(-c2ccccc2)c1C(=O)N(Cc1ccccn1)Cc1ccccn1	-0.1	5.0	106.0	-15.3	-5.3	3.8	-0.8	-3.6	-13.2
Cn1c(=O)c2c(nc(N/N=C/c3cccs3)n2Cc2ccccc2)n(C)c1=O	-1.8	2.0	98.0	-9.5	25.6	-0.2	-2.5	-3.1	-6.0
Cc1ccc(S(=O)(=O)N2CCN(c3cnn(C)c(=O)c3Cl)CC2)cc1	0.3	-4.0	97.0	-17.6	-5.1	-1.5	-0.1	-0.6	-1.3
CCn1c(C(=O)NCCCN2CCc3ccccc3C2)cc2sccc21	-0.4	15.0	128.0	4.9	38.2	7.5	-0.7	-6.5	0.2
CC(SCC(=O)Nc1ccccc1Br)c1nc2ccccc2c(=O)[nH]1 (configuration not stated)	-0.7	·	·	·	·	·	-0.6	-5.4	-2.1
COC(=O)c1ccccc1NC(=O)COC(=O)CO/N=C(\C)c1ccc2c(c1)OCO2	1.2	4.0	106.0	-5.4	22.0	-10.8	-0.6	-1.7	-9.2
Clc1cccc(NCc2nnc3n2CCCCC3)c1	0.9	-1.0	100.0	-4.1	-0.1	0.3	1.4	-7.0	-5.7

Three of these compounds, reformatted:
| smiles | V1R ag counter | MEKK2mut PB1 HTS | MEKK2 WT-MEK5 | GPR7 antag | NALP1 inh | M18AAP inhibitor | OXTR agonist | GalR3 antag | OXTR potentiator |
| --- | --- | --- | --- | --- | --- | --- | --- | --- | --- |
| CC(SCC(=O)Nc1ccccc1Br)c1nc2ccccc2c(=O)[nH]1 (configuration not stated) | -0.7 | · | · | · | · | · | -0.6 | -5.4 | -2.1 |
| COC(=O)c1ccccc1NC(=O)COC(=O)CO/N=C(\C)c1ccc2c(c1)OCO2 | 1.2 | 4.0 | 106.0 | -5.4 | 22.0 | -10.8 | -0.6 | -1.7 | -9.2 |
| Cc1onc(-c2ccccc2)c1C(=O)N(Cc1ccccn1)Cc1ccccn1 | -0.1 | 5.0 | 106.0 | -15.3 | -5.3 | 3.8 | -0.8 | -3.6 | -13.2 |

Further entries
SMILES	V1R ag counter	MEKK2mut PB1 HTS	MEKK2 WT-MEK5	GPR7 antag	NALP1 inh	M18AAP inhibitor	OXTR agonist	GalR3 antag	OXTR potentiator
O=C(CSc1nnc(Cc2ccccc2)o1)NC1CC2CCC1C2 (configuration not stated)	0.0	2.0	104.0	-3.2	4.3	2.9	-0.7	-2.0	-5.3
CC(C)c1ccc(CN2CC(C(=O)Nc3ccccc3)CC2=O)cc1 (configuration not stated)	0.1	-3.0	91.0	17.4*	14.6	14.9	-1.1	2.5	-11.0
S=c1[nH]nc(-c2ccccc2)o1	0.6	7.0	100.0	-2.4	-12.2	6.4	3.2	3.2	0.9
Cc1ccc(NS(=O)(=O)c2ccc(C3CCCCC3)cc2)cc1	16.6	13.0	119.0	-11.1	30.3	-0.7	8.2	-1.2	-12.2
Cc1cc(O)cc(O)c1C(=O)Cc1cnn(-c2ccccc2)c1	3.8	-3.0	91.0	4.7	15.2	-9.4	5.3	-3.5	-16.6
COC(=O)C1(C)NC(=O)c2ccccc2N1 (configuration not stated)	8.0	-1.0	99.0	-5.5	15.6	1.1	1.0	3.2	0.9
CCc1c(C(=O)O)[nH]c2ccc(Br)cc12	0.0	2.0	101.0	-0.8	-8.3	-1.2	-0.5	-0.1	-12.0
Cc1ccc(N=Nc2c(N)n[nH]c2N)cc1	1.1	4.0	101.0	-7.0	-9.8	12.3	-1.1	-6.5	-2.4
CC1CCCN(CCCNC(=O)C2CCCN(c3ncnc4c3nc3n4CCCCC3)C2)C1 (configuration not stated)	0.9	0.0	110.0	-1.9	2.3	-4.8	-0.2	2.8	-14.1
CC1CCCCC1NC(=O)CN(C)S(=O)(=O)c1ccc2c(c1)c(=O)n(C)c(=O)n2C (configuration not stated)	1.1	2.0	108.0	-9.6	11.6	-5.0	0.8	4.0	-3.4
O=S(=O)(c1ccc(NC(=S)NCc2ccncc2)cc1)N1CCCCC1	1.5	-7.0	95.0	4.0	11.7	-11.2	1.4	-0.2	-4.4
Brc1ccc(-c2csc(NC3=NCCCCC3)n2)cc1	-1.1	-1.0	95.0	1.9	29.8	-0.3	-2.2	-1.8	-6.9
Cc1ccc(NC(=O)COC(=O)Cn2cnc3ccccc32)c([N+](=O)[O-])c1	7.0	0.0	96.0	-12.9	1.1	-16.1	13.0	-4.0	-30.4
O=C(c1ccc(N2CCOCC2)c([N+](=O)[O-])c1)N1CCN(S(=O)(=O)c2cccs2)CC1	1.1	-3.0	96.0	-16.0	10.5	-14.6	2.9	-1.8	-2.9
O=C(NCCS(=O)CCNC(=O)C(F)(F)F)C(F)(F)F	0.0	1.0	103.0	-8.2	5.8	-15.2	1.8	-2.9	-12.1
CCCN(CCC)S(=O)(=O)c1ccc(NC(=O)c2cc(C(=O)OC)cc([N+](=O)[O-])c2)cc1	-1.3	9.0	116.0	-10.4	2.4	-4.1	-1.5	-6.4	-6.7
O=C(CCCN1C(=O)/C(=C/c2ccccc2Cl)SC1=S)N1CCOCC1	3.0	5.0	104.0	-29.4	6.4	8.2	0.3	3.4	-4.3
COc1ccc(NC(=O)C2CCN(S(=O)(=O)c3ccc(N4CCCC4=O)cc3)CC2)c(OC)c1	1.7	1.0	103.0	3.4	-5.5	-2.6	0.8	-7.2	-8.2
O=C(N/C(=C\c1cccc(Br)c1)C(=O)N1CCCCC1)c1ccco1	5.7	-6.0	95.0	2.8	-2.5	-6.5	0.9	-8.3	-9.7
COc1ccccc1-c1coc2c(CN3CCN(CCO)CC3)c(O)ccc2c1=O	0.1	-5.0	93.0	-5.0	·	-4.8	0.4	-0.7	2.1
Cn1c(=O)c2c(nc(Cl)n2Cc2ccc(Cl)c(Cl)c2)n(C)c1=O	0.7	·	·	13.3	6.5	-3.5	1.8	2.4	-6.6
CCCCCn1c(=O)[nH]c2cc(C(=O)N3CCN(CC)CC3)ccc2c1=O	1.5	-4.0	98.0	-4.7	42.9	-10.3	0.1	-3.3	-13.8
COc1cc(-c2[nH]ncc2CN2CCSCC2)cc(OC)c1OC	0.8	-4.0	98.0	-12.6	-66.6	3.2	-0.1	-4.7	4.4
CCOC(CCNC(=O)c1cn(-c2cccc(C)n2)cn1)OCC	2.3	1.0	95.0	-2.5	7.2	3.6	1.5	1.5	-3.0
Cc1ccc(CN(Cc2ccccc2)C(=S)Nc2ccccc2C)o1	-0.3	-4.0	94.0	-3.9	-0.5	0.8	-1.3	-4.0	-6.9
